PMI inhibitors = inhibitors of human PMI, primary screen, biochemical, fluorescence intensity, coupled assay (AID 1209); one-dose inhibition, % at 20 µM; IC50 in µM for titrated hits; 0.42% of 190,000 active; purified PMI enzyme, coupled fluorescence intensity; higher % means a stronger effect;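 note: plate controls were DMSO vehicle for no effect and wells lacking substrate for full effect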
Myeloid diff MLP = compounds promoting myeloid differentiation | calls only at 10 µM | AID 624256 | ER-HoxA9 myeloid progenitors, lysozyme-GFP differentiation, flow cytometry | 1% of 360,000 active;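 active = normalized GFP-positive differentiation at or above the plate's own cutoff, the solvent-only control mean plus 3 SD; inconclusive = no clear call, values can overlap the other calls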;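 note: cells exposed to compound for four days before flow analysis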
UTI89 phage lysis = protection from phage-mediated lysis, alamar blue read-out – E. coli UTI89, K1F phage, bacterial capsule biogenesis inhibitors (AID 488966); E. coli UTI89 K1F phage lysis, alamar blue, 2 h; higher % means a stronger effect; one-dose inhibition, % at 100 µM; IC50 in µM for titrated hits; 0.02% of 340,000 active;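 active = phage lysis inhibition, versus mean bacterial control, above a set limit; inconclusive = no clear call, values can overlap the other calls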;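 note: capsule biogenesis inhibitors block K1F phage lysis so surviving cells raise fluorescence; higher fluorescence means more inhibition of phage lysis; actives were called in the ten point dose series up to 300 µM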
Lipid droplet = hepatic lipid droplet formation modulation | AML12 mouse hepatocytes, oleate lipid droplets, BODIPY imaging | inhibition, % at 6.5 µM | 0.4% of 240,000 active;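 active = lipid droplet intensity inhibited by at least 50%, with more than 500 cells counted; inconclusive = wells with under 300 cells, treated as cytotoxic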
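Assay system: AML12 mouse liver cells | Compound: 6.5 µM single-point dosing | Schedule: Overnight exposure | Technique: Fluorescence imaging, 20x objective, two fields per well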
WT yeast gro inh = growth inhibition of WT yeast, mitochondrial fusion screen. mitochondrial fusion phenotypic screen, WT strain. inhibition, % at 10 µM. 2.1% of 190,000 active; in the data active = inhibition above about 58%; tested in S. cerevisiae
PMI inhibition = human PMI inhibitors, high substrate, primary screen, biochemical, fluorescence intensity, high mannose 6-phosphate (AID 1220); one-dose inhibition, % at 20 µM; IC50 in µM for titrated hits; 0.66% of 190,000 active; recombinant PMI enzyme, coupled fluorescence intensity; higher % means a stronger effect
M1AAP inhibition = malaria alanyl aminopeptidase activity blockers – biochemical, fluorogenic H-Leu-NHMec substrate, 1536-well (AID 1445); recombinant M1AAP, H-Leu-NHMec fluorogenic kinetic assay; higher % means a stronger effect; inhibition, % at 30 µM, or IC50 in µM where a hit was titrated; 0.42% of 220,000 active;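 active = primary inhibition above the hit cutoff, then over 50% inhibition at one or more dose response concentrations, cut at about 23% in these data, passing the limit was not always enough; inconclusive = conflicting primary data, or primary hits not chosen for dose response; inactive = low primary inhibition, or under 50% at every dose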;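 note: plate controls were DMSO full reaction for no effect and no enzyme background for full effect; strong numbers were not always called active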
CSM14.1 death rescue = rescue of cells from ER stress-induced death, primary screen, 384-well, CSM14.1, thapsigargin, ATP luminescence (AID 1222) | CSM14.1 thapsigargin-induced death rescue, ATP luminescence; higher % means a stronger effect | cellular ATP content (survival), % at 20 µM; hits with a dose series show EC50 in µM | 190,000 tested, under 10 active;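 active = EC50 below 50 µM in the dose-response confirmation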;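 note: death triggered by thapsigargin at about 15 µM added after 2 h compound pretreatment; cell ATP read after overnight thapsigargin exposure of roughly 18 to 22 hours; normalized against plate controls of thapsigargin alone and 5% DMSO vehicle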
TNAP activation fold = human TNAP enzyme activators, primary screen, biochemical, luminescent, no phosphate acceptor, uHTS (AID 1001); purified TNAP, luminescent activation assay, no phosphate acceptor; higher activation fold means a stronger effect; activation fold at 20 µM; hits with a dose series show EC50 in µM; 0.03% of 200,000 active; in the data active = activation fold from about 3, or a potency from the dose series; inactive = the rest, 99 in 100 with activation fold below about 1.6; note: many of its hits are not listed in these tables
WT yeast gro inh mutant strain = further read-out of WT yeast gro inh, marked with its call; inhibition, %; mitochondrial fusion phenotypic screen, mutant strain inhibition
Lipid droplet cells 6.5 µM = further read-out of Lipid droplet, marked with its call; cell count; measured here: cell count, cytotoxicity flag;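 cells counted across two imaged fields per well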
Myeloid diff MLP GFP+ MAC1+ % = further read-out of Myeloid diff MLP, marked with its call; GFP+ MAC1+ double positive, %; measured here: differentiation confirmed by MAC1 staining
An asterisk follows results filed as active; i = inactive; ? = inconclusive; . = not tested or not shown; [ ] = dose if it differs, or a comment. Cut-off read from the data, not from the text of the source, unless noted: active = inhibition above about 50%; inactive = the rest.

Sample of the layout:
SMILES	PMI inhibitors	Myeloid diff MLP	Myeloid diff MLP GFP+ MAC1+ %	UTI89 phage lysis	Lipid droplet	Lipid droplet cells 6.5 µM	WT yeast gro inh	WT yeast gro inh mutant strain	PMI inhibition	M1AAP inhibition	CSM14.1 death rescue	TNAP activation fold
Nc1nc2ccccc2n1C(=O)c1cccs1	-10%	i	0.6	-0.1%	-10	713	18	6	5%	-3%	0.0%	1.4
CC(=O)OC(C)C(=O)NS(=O)(=O)c1ccc(C)cc1 (stereo unspecified)	-21%	i	0.5	0.1%	4	723	-13	-1	-16%	-2%	2.5%	1.1
COc1ccc(CNC(=O)CN=C2NC(=O)C(c3ccccc3)(c3ccccc3)N2)cc1	14%	i	0.9	2.1%[50 µM]	-29	587	-19	-3	12%	0%	-0.3%	1.2

Results (from the top)
SMILES	PMI inhibitors	Myeloid diff MLP	Myeloid diff MLP GFP+ MAC1+ %	UTI89 phage lysis	Lipid droplet	Lipid droplet cells 6.5 µM	WT yeast gro inh	WT yeast gro inh mutant strain	PMI inhibition	M1AAP inhibition	CSM14.1 death rescue	TNAP activation fold
Nc1nc2ccccc2n1C(=O)c1cccs1	-10%	i	0.6	-0.1%	-10	713	18	6	5%	-3%	0.0%	1.4
CC(=O)OC(C)C(=O)NS(=O)(=O)c1ccc(C)cc1 (stereo unspecified)	-21%	i	0.5	0.1%	4	723	-13	-1	-16%	-2%	2.5%	1.1
COc1ccc(CNC(=O)CN=C2NC(=O)C(c3ccccc3)(c3ccccc3)N2)cc1	14%	i	0.9	2.1%[50 µM]	-29	587	-19	-3	12%	0%	-0.3%	1.2
CCC1(O)CC(C(=O)OC)=NN1C(=O)c1ccccc1 (stereo unspecified)	-4%	i	2.5	0.2%	.	.	13	14	-1%	-1%	2.1%	1.1
COC(=O)c1ccc2ncccc2c1	-12%	i	0.4	-0.2%	5	717	22	12	-14%	2%	-0.8%	1.1
CCOc1ccc(N(Cc2nnc3n2CCCCC3)C(=O)Nc2cccc(C)c2)cc1	-16%	i	0.5	0.1%	5	715	-12	-1	-41%	2%	-0.8%	0.9
CCc1ccc(-c2csc(NC(=O)C3CCCO3)c2C(=O)OC(C)C)cc1 (stereo unspecified)	-8%	i	0.3	-0.7%	.	.	-9	-5	-6%	12%	1.8%	1.1
CCN(CC)CCN1C(=O)C(=O)/C(=C(/O)c2ccc(C)cc2)C1c1ccncc1 (stereo unspecified)	13%	.	.	.	-6	674	-2	0	12%	-6%	-3.4%	1.1
Cc1noc(C)c1COc1ccc(C(=O)NCc2ccccn2)cc1	8%	i	0.0	-1.2%	4	739	19	2	-4%	2%	0.6%	1.1
COc1ccc(N2CCN(C(=O)Nc3ccc(S(=O)(=O)N(C)C)cc3)CC2)cc1	12%	i	0.3	0.0%	3	647	-4	-16	16%	-1%	-1.6%	1.1
Cc1ccc(/C=N/Nc2cccc3cccnc23)c(O)c1	-38%	i	6.7	1.0%	.	.	58	15	-102%	2%	-3.6%	.
N#CCCN(Cc1ccccc1)C(=S)NC(=O)c1ccccc1	24%	i	3.8	1.6%	18	579	26	22	20%	-5%	-3.2%	1
CC(C)c1ccc2c(c1)C(c1cccs1)=NNC(c1ccncc1)=N2	14%	i	0.3	-0.5%	-48	693	22	19	9%	2%	5.8%	1
C=C(C)CN(CC)C(=O)COc1ccc(S(=O)(=O)Nc2ccc(OC)cc2)cc1	10%	i	0.6	-0.1%	?	.	-10	-15	-3%	11%	-1.2%	1.2
C=CCN=C1NN=C(c2cc(C)n(CCOC)c2C)CS1	2%	i	0.3	0.4%[50 µM]	-2	625	5	-7	14%	10%	-5.6%	0.9
O=C(O)CCCN=CC1=C(O)C(C(=O)c2ccccc2)CCC1=O (stereo unspecified)	3%	i	0.2	1.0%	-9	773	-10	-1	3%	10%	-1.2%	1.1
CC(OCC(O)CN(C)CCOc1ccccc1)c1ccc(Cl)cc1 (stereo unspecified)	2%	i	0.7	0.3%	.	.	51	49	-8%	-4%	-3.9%	1.2
CCOC(=O)C1CCN(C(=O)c2ccc(Oc3cc(Cl)cc(Cl)c3)o2)CC1	.	i	0.4	-0.1%	3	776	.	.	.	6%	.	.
O=C(COC(=O)Cc1ccsc1)Nc1ccc(S(=O)(=O)N2CCOCC2)cc1	7%	i	0.8	0.1%	-12	580	6	17	9%	-1%	-0.6%	1.2
CSc1ccc(C(=S)N2CCN(C(c3ccccc3)c3ccccc3)CC2)cc1	19%	i	0.9	0.3%	.	.	19	14	14%	1%	-0.7%	1.1
CC(=O)c1nnn(-c2ccc([N+](=O)[O-])cc2)c1C	-20%	i	0.6	-1.1%	30	766	-9	-3	-19%	-1%	-1.7%	1.2
CCOC(=O)CCS(=O)(=O)c1nc(-c2ccccc2)cc(C(F)(F)F)n1	-17%	.	.	-0.9%	-1	763	33	53	-41%	2%	-2.3%	1
CCOC(=O)C1=C(c2ccccc2)N=C2SCC(=O)N2C1c1cccc(OC)c1 (stereo unspecified)	1%	i	1.2	1.2%	0	556	-6	8	-8%	1%	1.5%	1
O=C(NNc1ccc(C(F)(F)F)cc1[N+](=O)[O-])c1ccc(NS(=O)(=O)c2ccc(F)cc2)cc1	15%	i	0.6	-2.7%[50 µM]	-12	505	8	29	15%	4%	-1.0%	0.7
Cc1ccc(-c2csc3nnc(SCC(=O)NCc4ccc5c(c4)OCO5)n23)cc1	24%	i	0.6	-1.2%	-19	694	-1	-14	16%	3%	.	1.2
(continued)
SMILES	PMI inhibitors	Myeloid diff MLP	Myeloid diff MLP GFP+ MAC1+ %	UTI89 phage lysis	Lipid droplet	Lipid droplet cells 6.5 µM	WT yeast gro inh	WT yeast gro inh mutant strain	PMI inhibition	M1AAP inhibition	CSM14.1 death rescue	TNAP activation fold
Cc1cc(C)nc(NC(=O)c2ccc3c(c2)OCO3)c1	11%	.	.	.	-6	709	13	11	8%	2%	-3.7%	1.1
CC(C)CCn1nnnc1C(c1ccccc1F)N1CCC(C(N)=O)CC1 (stereo unspecified)	9%	i	0.5	12%	-15	755	-5	-7	7%	-1%	-3.7%	1.1
COc1cc2c(cc1OC)C1=NC(=O)CN1C(SCc1ccc(C)cc1)=N2	-24%	i	0.8	0.1%	-35	672	12	5	-38%	2%	-1.7%	1
O=C1CCCN1c1ccc(S(=O)(=O)Oc2cccc(Cl)c2)cc1[N+](=O)[O-]	8%	.	.	6.7%	.	.	47	9	2%	2%	-5.6%	1.1
C/C(=N/N1CCN(c2ccccn2)CC1)c1cccc([N+](=O)[O-])c1	-10%	i	0.3	0.3%[50 µM]	-6	700	12	10	-3%	-1%	-0.5%	0.9
CCCCc1nc(SCC(=O)Nc2ccc(S(N)(=O)=O)cc2)n[nH]1	2%	i	1.1	-0.3%	5	749	4	16	4%	2%	1.1%	0.4
O=[N+]([O-])c1cccc2ccc(/C=C/c3cccc(Br)c3)nc12	14%	i	0.4	2.0%[50 µM]	10	677	4	-5	10%	3%	-0.1%	1
O=C(N/N=C/c1cccn1-c1ccc([N+](=O)[O-])cc1)C(O)c1ccccc1 (stereo unspecified)	-1%	i	0.5	0.1%	-4	694	-5	-34	3%	9%	-0.9%	1.1
CN(C)c1nc2n(c(=O)n1)CCO2	-3%	.	.	0.3%	.	.	-10	-20	-3%	11%	-0.7%	1.1
Fc1ccccc1NC(=S)Nc1cccc2cnccc12	34%	i	0.6	-0.1%	15	669	7	-7	9%	6%	0.5%	1.1
CC1CC(C)CN(c2ncc3c(n2)CC(c2ccccc2Cl)CC3=O)C1 (stereo unspecified)	17%	i	0.7	0.5%	-6	596	26	9	19%	8%	-1.1%	1
COc1cccc(NS(=O)(=O)c2ccc(S(=O)(=O)N3CCOCC3)cc2)c1	2%	i	9.5	1.8%	.	.	0	0	5%	-2%	1.3%	1.1
O=[N+]([O-])c1ccc(N2CCN(CCO)CC2)c2ncccc12	37%	i	1.0	1.9%[50 µM]	1	616	2	-1	65%*	6%	-1.7%	1
O=C(C1CCN(S(=O)(=O)c2cccc3nsnc23)CC1)N1CCCc2ccccc21	-5%	i	2.1	-0.7%	.	.	-5	18	2%	-3%	3.0%	1.1
Cc1c(C(=O)NCCN2C(=O)S/C(=C\c3cccs3)C2=O)cccc1[N+](=O)[O-]	3%	i	0.8	0.0%	-8	631	-2	-22	-11%	2%	2.3%	1.7
CCN1C(=O)CC2(C[N+]3(C)CCC2CC3)C1=O (stereo unspecified)	0%	i	0.1	0.0%	7	661	8	10	5%	-1%	1.0%	1.1
COc1ccccc1N1C(=O)C2C3CC(c4ccccc4)C(C3)C2C1=O (stereo unspecified)	0%	i	0.1	0.1%	-20	601	-8	-5	2%	3%	0.3%	1
O=C(Nc1cccc(-c2nc3ncccc3o2)c1)c1ccco1	5%	i	3.8	0.4%	10	730	2	12	7%	3%	-0.4%	1.2
COCCN(Cc1cc2cc(C)c(C)cc2nc1Cl)C(=O)N1CCOCC1	6%	i	0.7	0.2%	9	687	-8	-21	-1%	9%	1.1%	1.1
CCN1C(=O)N/C(=C/c2ccc(C)o2)C1=O	-17%	i	0.4	-0.5%	8	625	-8	-13	-13%	6%	0.3%	1.1
COc1ccc(-c2noc(CCC(=O)NCCCN3CCC(Cc4ccccc4)CC3)n2)cc1	5%	i	0.9	0.4%	-2	644	16	19	3%	7%	.	1
O=C(O)C1CC(=O)N(CCc2ccccc2)C1 (stereo unspecified)	8%	i	0.5	-0.9%	4	756	.	.	8%	5%	0.1%	1.1
COc1ccc(-c2[nH]ncc2CN(C)CCN2CCOCC2)cc1F	-10%	i	0.1	-2.3%	-25	600	14	5	-1%	5%	-2.1%	0.9
CC(C)(O)c1ccc2c(c1)CCC1C(C)(C(=O)O)CCCC21C (stereo unspecified)	.	i	2.2	8.8%	2	686	.	.	.	1%	.	.
Cc1ccc(NC(=O)CSc2nnc(COc3ccc(C#N)cc3)n2-c2ccccc2)cc1C	-1%	i	0.8	0.1%	.	.	20	8	5%	0%	0.8%	1.1
Cc1cc(=O)n2nc(N3CCCC(C(=O)N4CCOCC4)C3)sc2n1 (stereo unspecified)	7%	i	3.1	0.3%	-5	685	15	9	11%	-1%	-4.3%	1.1
CC(C)N1CCC(N2CCN(Cc3cc(F)ccc3-n3cccn3)CC2CCO)CC1 (stereo unspecified)	9%	i	0.4	.	-2	622	-4	-7	8%	-1%	-0.9%	1.1
C/C(=N\NC(=O)c1cc(-c2ccccn2)nc2ccccc12)c1cccc([N+](=O)[O-])c1	-8%	i	1.3	-0.1%	-15	747	25	8	-2%	7%	1.3%	1.1
COc1ccc(C(C)N2CC34C=CC(O3)C(C(=O)OCC(C)C)C4C2=O)cc1 (stereo unspecified)	7%	.	.	.	-60	591	-5	-9	5%	-1%	.	1.1
CC(N=Cc1cccc(O)c1O)c1ccccc1 (stereo unspecified)	47%	i	0.8	2.1%	-4	733	-2	-7	44%	20%	-1.2%	0.9
